Screens (PubChem BioAssay)
Rv3671c inh = Rv3671c serine protease inhibitors, primary screen, biochemical, fluorescence polarization, M. tuberculosis H37Rv; inhibition, % at 5.96 µM; hit rate 0.048% among 320,000; in the data active = inhibition above about 38%;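 note: extracellular domain of Rv3671c used as enzyme; 0% = enzyme with DMSO and 100% = no enzyme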
Target sequence (P9WHR9 whole entry, looked up, the tested form may be a part): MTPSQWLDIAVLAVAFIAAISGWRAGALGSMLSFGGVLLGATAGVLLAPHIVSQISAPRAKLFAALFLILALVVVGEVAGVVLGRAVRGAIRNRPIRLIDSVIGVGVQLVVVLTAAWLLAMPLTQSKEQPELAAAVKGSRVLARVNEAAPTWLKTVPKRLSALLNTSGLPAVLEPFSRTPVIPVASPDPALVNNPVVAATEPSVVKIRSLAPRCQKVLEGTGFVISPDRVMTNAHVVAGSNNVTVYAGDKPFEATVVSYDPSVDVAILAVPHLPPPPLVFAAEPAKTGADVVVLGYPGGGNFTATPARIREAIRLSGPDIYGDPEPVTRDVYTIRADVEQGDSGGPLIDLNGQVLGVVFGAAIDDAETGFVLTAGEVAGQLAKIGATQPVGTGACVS
BoNT A protease = BoNT/A light chain protease inhibitors, primary screen, biochemical, flow cytometry, MLPCN library | Botulinum neurotoxin type A light chain protease (Clostridium botulinum A str. ATCC 3502) | multiplex microsphere protease substrate cleavage | inhibition, % at 10 µM | hit rate 0.17% among 360,000 | AID 588499, 2011; note: plate controls were buffer without enzyme for full effect and enzyme alone for no effect
DUSP3 inh = VHR1 phosphatase inhibitors, primary screen, biochemical, absorbance, uHTS | Dual specificity protein phosphatase 3 (Homo sapiens), P51452 | hit rate 0.52% among 290,000 | inhibition, % at 13.3 µM | recombinant VHR phosphatase, pNPP absorbance; in the data active = inhibition above about 50%; note: some compounds called inactive have numbers as strong as hits
Target sequence (P51452 whole entry, looked up): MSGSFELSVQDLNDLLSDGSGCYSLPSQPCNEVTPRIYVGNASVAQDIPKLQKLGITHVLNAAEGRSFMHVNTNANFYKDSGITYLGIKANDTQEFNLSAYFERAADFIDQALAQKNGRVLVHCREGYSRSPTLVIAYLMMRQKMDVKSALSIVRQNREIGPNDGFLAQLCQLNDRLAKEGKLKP
CCHF vOTU inh = CCHFV vOTU protease inhibitors, primary screen, biochemical, Pep-AMC substrate, fluorescence; inhibition, % at 11.5 µM; hit rate 0.55% among 370,000; AID 651958, 2012; in the data active = inhibition above about 30%; note: 0% = vehicle wells with enzyme and 100% = no enzyme wells
MazEF act = activators of E. coli MazEF toxin-antitoxin RNase, primary screen, biochemical, fluorescence, uHTS; activation, % at 20 µM; FAM/BHQ RNA-DNA oligo cleavage fluorescence, 5 h; Endoribonuclease toxin MazF (Escherichia coli (strain K12)), P0AE70; hit rate 0.32% among 350,000; in the data active = activation above about 50%
Target sequence (P0AE70 whole entry, looked up): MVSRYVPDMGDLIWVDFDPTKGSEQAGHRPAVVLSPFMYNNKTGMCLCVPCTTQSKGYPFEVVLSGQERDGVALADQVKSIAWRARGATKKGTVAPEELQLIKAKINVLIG
PrPC TRFRET = inhibitors of human cell surface prion protein PrPC, primary screen, cell-based, TR-FRET | TR-FRET read-out | inhibition, % at 13.8 µM | hit rate 0.43% among 370,000; in the data active = inhibition above about 24%; note: 0% = median of the test wells and 100% = reference compound wells
BoNT F protease = BoNT/F light chain protease inhibitors, primary screen, biochemical, flow cytometry, MLPCN library. inhibition, % at 10 µM. Botulinum neurotoxin type F light chain protease (Clostridium botulinum). hit rate 0.22% among 360,000. Multiplex microsphere protease cleavage assay; in the data active = inhibition above about 35%, passing the limit was not always enough; inconclusive = no clear call, values can overlap the other calls; note: plate controls were buffer without enzyme for full effect and enzyme alone for no effect
Anthrax LF inh2 = Bacillus anthracis LF protease inhibitors, primary screen, biochemical, multiplex microsphere, MLPCN library; multiplex microsphere protease cleavage assay; inhibition, % at 10 µM; hit rate 0.12% among 360,000; AID 588501, 2011; note: plate controls were buffer without enzyme for full effect and enzyme alone for no effect
SARS 3CLpro inh = SARS-CoV 3CLpro protease inhibitors, primary screen, biochemical, quenched FRET. hit rate 0.14% among 290,000. recombinant SARS-CoV 3CLpro, quenched FRET peptide cleavage. inhibition, % at 6 µM; in the data active = inhibition above about 12%
SSB-PriA inh = inhibitors of Klebsiella pneumoniae PriA binding to SSB C-terminal tail, primary screen, biochemical, AlphaScreen; PriA–SSB C-terminal tail interaction (Klebsiella pneumoniae); AlphaScreen SSBct-PriA binding, biotinylated peptide; inhibition, % at 33 µM; hit rate 0.6% among 430,000; in the data active = inhibition mostly above about 37%, no sharp cut-off; inactive = mostly below about 20%;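 note: plate controls were negative control peptide for no effect and reference peptide for full effect; strong numbers were not always called active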
The depositor's hits bear a star; u = inconclusive; x = not tested or not shown. Cut-off read from the data, not from the text of the source, unless noted: active = inhibition above about 30%; inconclusive = no clear call, values can overlap the other calls; inactive = below that. The list is partial; rates above refer to the full screens.

SMILES	Rv3671c inh	BoNT A protease	DUSP3 inh	CCHF vOTU inh	MazEF act	PrPC TRFRET	BoNT F protease	Anthrax LF inh2	SARS 3CLpro inh	SSB-PriA inh
COc1ccc(/C=C/C(=O)c2ccc3ccccc3c2O)cc1CN1CCOCC1	-9	-0.1	-4	-20	2	-7	-10	-2	-2	-18
Nc1ccc(CNc2ncn[nH]2)cc1	11	0.9	7	-4	9	9	-2	-4	4	1
COc1ccc(-c2noc(CCC(=O)NC3CCCCC3)n2)cc1OC	1	1.1	8	-22	2	-5	4	-1	1	-7
O=c1cc(Br)c(O)c(Br)cc1Br	x	-0.3	x	7	-4	-1	-6	-10	x	-4
COc1ccccc1NC(=O)CSc1ncn(-c2ccccc2)n1	-4	u	11	-3	4	2	9	-5	-4	1
O=C(O)CN1C(=O)/C(=C\c2cc(Br)ccc2OCc2ccc(Cl)cc2)SC1=S	x	-5.0	57*	14	-11	1	-24	2	5	2
CCCOc1ccc(-c2nc3c(c(=O)[nH]c(=O)n3Cc3ccccc3)n2CCO)cc1OCC	-11	-1.5	8	9	-10	-5	-1	-2	3	10
CCNC(=O)c1cnn(-c2ccccc2)c1-c1ccccc1	0	-6.0	22	4	2	4	u	-7	-2	10
O=C1COc2ccc(C(=O)c3ccccc3C(=O)O)cc2N1	3	-0.3	24	3	-2	6	-4	-2	-2	-13
CCCOc1ccc(C(=O)OCCN2CCCCC2)c(O)c1	-7	-3.7	x	-4	-3	-4	u	-7	x	-6
COc1ccc(OC(C)C(=O)NCCc2nc3ccccc3[nH]2)cc1 (centres undefined)	1	-0.1	-20	-1	-5	-2	-3	-1	0	-3
Cc1cccc(C)c1OC(=O)CN(c1ccc(Cl)cc1)S(C)(=O)=O	-4	-0.1	7	-5	-1	6	10	-8	2	0
CN(C)c1c2ccccc2nc2c(F)c(F)c(F)c(F)c12	-2	14	21	x	32	x	6	13	-1	-3
COc1cc(NC(=O)C2CCC(CNS(=O)(=O)c3csc(C(N)=O)c3)CC2)cc(OC)c1 (centres undefined)	-1	-1.0	0	15	-1	1	-6	-4	-1	-8
CCSc1nc(=S)n(Cc2ccccc2)c(C)c1C(C)=O	-4	-0.8	-5	-5	4	-5	2	0	4	-12
O=[N+]([O-])c1ccccc1-c1cc(-c2ccccc2)cc(-c2ccccc2)[n+]1Cc1ccccc1Cl	-1	x	x	4	22	-14	x	x	x	10
CSC[C@H](NC(=O)Cc1c(C)c2cc3c(C)c(C)oc3cc2oc1=O)C(=O)N[C@@H](Cc1ccccc1)C(=O)O	1	0.0	0	x	-6	x	5	0	-1	-3
CCN(CC(=O)Nc1c(F)cccc1F)C(=O)CC1CCCCC1	1	-0.1	x	4	2	1	0	-1	x	-5
COc1ccc(C(=O)N(C)Cc2ccc(C)o2)cc1OC1CCN(C(C)=O)CC1	2	-1.0	10	6	2	-7	6	5	8	-2
CC1(Oc2cccc(C#N)c2)CCN(Cc2ccc(-c3ccccn3)cc2)C1 (centres undefined)	x	-0.1	x	7	x	-4	2	-5	x	x
Cc1cc(NC(=O)CSc2nc(-c3ccccc3)cs2)no1	-4	-0.2	21	-6	12	2	-6	-4	-2	-9
O=c1[nH]c(/C=C/c2cccnc2)c([N+](=O)[O-])c(=O)[nH]1	0	-0.2	2	2	11	-21	-2	-3	-1	-7
Cc1ccc(CS(=O)Cc2ccc(C(=O)N3CCN(c4cccc(C)c4C)CC3)o2)cc1 (centres undefined)	x	-0.3	x	17	4	18	4	-11	x	x
O=C(CS(=O)(=O)c1ccccc1)NCc1ccccc1	0	-2.0	6	15	-5	-3	-8	-2	0	10
CC(=O)Nc1cc2nc(C)n(Cc3ccc([N+](=O)[O-])cc3)c2nc1C	3	4.6	-13	-5	-6	-17	u	-11	5	-5
CCCn1cc(CN2CCCC(C(=O)c3ccc4c(c3)OCO4)C2)c(C)n1 (centres undefined)	7	-1.2	-20	-8	2	-4	2	-2	-5	-8
COc1ccccc1NC(NC(=O)c1cccnc1)C(Cl)(Cl)Cl (centres undefined)	-3	-1.2	30	-1	6	4	-3	0	4	7
CCC(CC)C(=O)Nc1c2c(nn1-c1ccc(F)cc1)CS(=O)(=O)C2	-9	-3.9	-2	-15	8	5	-3	1	-3	-10
COC(=O)c1cc(COC(=O)COc2ccc(C)c(C)c2)oc1C	1	-7.3	34	5	1	1	-20	0	1	-56
CCOc1ccc(NS(=O)(=O)c2cccc(C(=O)NCC3(N(C)C)CCCCC3)c2)cc1	x	2.0	x	-1	3	-13	2	-2	x	-11
Cc1cc(C(=O)NNC(=O)c2nn(C)c(=O)c3ccccc23)c(C)o1	4	-0.5	31	-4	11	-7	1	0	0	-6
CC(C)(C)NC(=O)NC(=O)CN1CCC(Cc2ccccc2)CC1	8	-1.2	17	1	26	-18	-12	-2	5	-20
COc1cc2c(C#N)c(N3CCOCC3)nc(N)c2c(N)n1	-1	0.0	-1	-30	20	2	-3	-1	-6	-1
O=C(NCCc1ccccc1)c1ccc(NC(=O)c2cccnc2)cc1	x	-0.4	23	-3	8	8	-36	-6	1	-17
CCc1nnc(NC(=O)CSCc2cc(=O)n3cc(C)sc3n2)s1	-6	1.5	8	7	9	-4	6	4	0	0
CN(CC(=O)Nc1ccccc1Cl)C(=O)COC(=O)CSc1ccc(F)cc1	3	0.2	x	-2	2	7	4	-3	x	-4
O=C(Nc1ccc(CN2CCS(=O)(=O)CC2)cc1)c1ccc(F)cc1	-6	-0.1	14	-1	5	4	-2	-3	-2	-15
O=C(c1cc(-c2ccccc2)nc2ccccc12)N1CCCc2ccccc21	-14	-1.5	10	-11	0	1	-9	-2	2	2
COC(=O)c1c(C)oc2c1cc(NS(=O)(=O)c1cccs1)c1ccccc12	-22	-1.1	9	15	3	3	-1	-4	4	12
CCn1c(CC(=O)Nc2ccccc2F)nnc1SCC(=O)N1CCOCC1	6	3.0	17	-9	7	5	0	5	0	0

Brought forward from above: 5 entries, then new ones.
SMILES	Rv3671c inh	BoNT A protease	DUSP3 inh	CCHF vOTU inh	MazEF act	PrPC TRFRET	BoNT F protease	Anthrax LF inh2	SARS 3CLpro inh	SSB-PriA inh
CN(CC(=O)Nc1ccccc1Cl)C(=O)COC(=O)CSc1ccc(F)cc1	3	0.2	x	-2	2	7	4	-3	x	-4
O=C(Nc1ccc(CN2CCS(=O)(=O)CC2)cc1)c1ccc(F)cc1	-6	-0.1	14	-1	5	4	-2	-3	-2	-15
O=C(c1cc(-c2ccccc2)nc2ccccc12)N1CCCc2ccccc21	-14	-1.5	10	-11	0	1	-9	-2	2	2
COC(=O)c1c(C)oc2c1cc(NS(=O)(=O)c1cccs1)c1ccccc12	-22	-1.1	9	15	3	3	-1	-4	4	12
CCn1c(CC(=O)Nc2ccccc2F)nnc1SCC(=O)N1CCOCC1	6	3.0	17	-9	7	5	0	5	0	0
Cc1ccc(C(C)C)c(OCC(=O)OCC(=O)NC2CC2)c1	-9	-0.1	x	0	-2	1	5	-1	x	-11
O=C(CN1CCN(c2ccc(F)cc2)CC1)NCc1ccc(Cl)cc1	1	0.5	18	6	0	-1	u	-5	-4	-4
CCCS(=O)(=O)C(=C1NCCO1)S(=O)(=O)CCC	8	-0.4	9	2	1	4	-7	-3	-2	0
CCNC(=S)N1CCN(CCN=CC2=C(O)CC(c3ccco3)CC2=O)CC1 (centres undefined)	-4	0.8	14	5	-3	6	3	-5	6	-11
CC(C)N(C(=O)CC1ON(C)C(=O)N1c1ccc(Cl)cc1)C(C)C (centres undefined)	-7	-1.4	9	-6	-10	5	-9	-6	5	-18
Cc1nnc(C)n1/N=C/C=C/c1ccccc1	8	-0.9	18	7	4	-7	-17	0	-5	x
CCOc1ccc(CCNS(=O)(=O)c2c(C)nc3sccn3c2=O)cc1OCC	x	-0.1	x	8	x	4	-5	-3	x	x
CN(C)CCn1c(=O)n(Cc2ccccc2)c(=O)c2c3c(sc21)CCCCC3	-8	0.1	-5	-8	7	6	-15	-12	-3	15
COc1cc(/C=N/N2CCN(Cc3ccccc3)CC2)cc(OC)c1OC(C)=O	-7	0.2	8	-6	4	-1	4	-13	-1	x
N#Cc1ccccc1S(=O)(=O)N1CCN(C(=O)C2COc3ccccc3O2)CC1 (centres undefined)	-3	x	x	-12	3	-4	x	x	x	-11
CCN(CC)C(=O)c1cccc(-c2csc(C(O)c3ccccc3)n2)c1 (centres undefined)	x	-0.1	x	-7	x	2	2	-3	x	x
O=C(O)CCC(=O)NCC(=O)c1ccc(F)cc1	4	-0.1	9	-6	3	1	-4	0	3	-17
Nc1nc2c(ncn2[C@@H]2O[C@H](CNCc3cnc(N4CCOCC4)s3)[C@@H](O)[C@H]2O)c(=O)[nH]1	x	-1.0	x	15	x	-6	-11	-14	x	x
O=C1COc2ccc3ccccc3c21	-6	-0.1	2	6	-1	3	u	7	2	-14
CCOC(=O)[C@@H]1[C@H]2COc3cc(OC)ccc3[C@@H]2N2C(=O)N(c3ccc(C)cc3)C(=O)[C@]12C	-4	-0.8	x	6	9	-3	-8	-3	x	2
O=C(CN1C(=O)NC2(CCCc3ccccc32)C1=O)c1ccc(Br)cc1 (centres undefined)	-1	-5.1	x	-7	0	8	-7	-3	x	-6
N=c1c(C(=O)NC2CCCC2)cc2c(=O)n3ccccc3nc2n1C1CCCC1	1	3.2	22	-241	7	-29	4	-2	-3	-12
O=C(Nc1ccccc1Cl)c1ccc2c(c1)N(Cc1ccc(F)cc1)C(=O)CS2=O (centres undefined)	-11	-0.8	-4	15	2	2	-7	-3	0	0
CCOC(=O)c1c(C)[nH]c(C(=O)OCC(=O)NCc2ccccc2)c1C	-12	3.5	x	-3	-32	-7	-4	-3	x	-4
CCNC(=O)NC(=O)COC(=O)c1ccccc1SCC(=O)NC(=O)NCC	-10	2.2	3	-40	-3	-10	-10	4	-3	4
COc1ccccc1C(=O)N1CCN(C(=O)COc2cccc(C)c2)CC1	0	-0.2	3	-4	-7	1	-4	-1	0	-19
CCCOC(=O)Nc1ccccc1C(N)=O	5	-0.7	15	1	10	-3	-2	-5	-3	-11
CC(=O)NCCn1c(SCc2cc(F)ccc2F)nc2ccccc2c1=O	12	u	13	-5	-5	4	-1	-6	-1	2
C/C(=N\Nc1nccnc1Cl)c1ccc([N+](=O)[O-])cc1	8	-0.5	17	13	1	-3	1	-2	-4	x
COc1ccc(/C=N/NC(=S)Nc2cccc(C(=O)O)c2)cc1OC	-7	-2.4	12	12	11	-11	-13	0	2	x
O=C(c1ccc(Cl)c(S(=O)(=O)N2CCOCC2)c1)N1CCN(c2ccccn2)CC1	5	x	x	-4	2	-5	x	x	x	-2
CC1(C)OC(c2ccccc2)=C/C(=C/C=C2C(=O)c3ccccc3C2=O)O1	-25	12	16	16	-32	1	-9	5	-1	-6
Cn1c(NC2CCCCC2)cc(=O)n(C)c1=O	1	-4.0	9	-12	3	-4	-46	3	-6	1
COc1ccc2nc(NC(=O)c3ccc(NS(=O)(=O)c4cccs4)cc3)sc2c1	-95	0.3	4	7	-13	0	5	1	7	7
COc1ccc(C(CNC(=O)c2cccc(NS(=O)(=O)c3ccc(C)c(F)c3)c2)N2CCCC2)cc1 (centres undefined)	2	-6.4	x	3	4	-14	-1	-3	x	11
O=[N+]([O-])c1ccc(NN=Cc2ccc(O)cc2O)nc1	x	-0.4	x	16	-1	-27	-8	-2	x	-2
